AmpC det inh = inhibitors of E. coli AmpC beta-lactamase with detergent. AID 584. Potency, µM (titrated, usually from 28.7 µM), inactives show at the top dose activity change, negative = inhibition. purified AmpC, nitrocefin hydrolysis with detergent. 71,000 compounds, 0.09% hits; active = well fitted curve in the direction sought with a large enough effect
Target sequence (P00811 whole entry, looked up): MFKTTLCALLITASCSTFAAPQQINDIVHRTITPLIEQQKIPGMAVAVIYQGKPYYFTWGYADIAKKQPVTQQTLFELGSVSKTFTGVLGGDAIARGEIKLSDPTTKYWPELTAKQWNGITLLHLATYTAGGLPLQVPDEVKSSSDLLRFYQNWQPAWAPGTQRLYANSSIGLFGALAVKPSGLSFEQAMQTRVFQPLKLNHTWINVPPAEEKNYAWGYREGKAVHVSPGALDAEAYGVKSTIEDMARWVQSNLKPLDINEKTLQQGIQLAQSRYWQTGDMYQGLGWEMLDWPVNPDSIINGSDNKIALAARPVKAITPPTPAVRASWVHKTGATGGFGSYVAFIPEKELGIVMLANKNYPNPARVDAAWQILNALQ
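E. coli AmpC (5.3 nM) in 20 mM phosphate pH 7.0 with 0.01% Triton X-100, preincubated 15 min RT with compound; nitrocefin (2 uL of 800 uM stock) hydrolysis followed by 480 nm absorbance every 20 s over 4 min.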
Active calls of the source: *; [ ] = another dose, or the depositor's remark. % is set by controls: 0 for no effect and ±100 for the full control effect; potency is the fitted concentration of half-maximal effect.

SMILES	AmpC det inh
CN=C(Nc1cc(C)nn1-c1ccccc1)c1ccccc1	0%
Cc1cc(C(F)F)n2nc(C(=O)O)nc2n1	-2%
Cc1ccc2cc(CN(Cc3ccco3)C(=O)NCc3ccccc3)c(=O)[nH]c2c1C	-3%
Cc1nnc(SCCN2C(=O)c3ccccc3C2=O)[nH]c1=O	-3%
C=C(C)COc1ccc(-c2[nH]ncc2-c2ccccc2OC)c(O)c1	-2%
CC(=O)N1CCC2(CC1)CCN(c1ccccn1)CC2	1%
O=C(c1coc2ccccc2c1=O)N1CCN(c2cccc(C(F)(F)F)c2)CC1	-1%
C[C@H]1C(=O)O[C@@H]2CCN3CC=C(COC(=O)[C@@](C)(O)[C@@]1(C)O)[C@H]23	-4%[12.8 µM]
COC(=O)c1nnn(-c2nonc2N)c1CSc1ccccn1	14%
Nc1nc(Sc2ccc([N+](=O)[O-])c3nonc23)c2[nH]cnc2n1	-4%[5.75 µM]
CC(C)NC(=O)c1cc(=O)n(C)c(=O)n1C	-4%
COc1cccc2c(=O)n(CC(=O)N3CCCCCC3)ccc12	12%
O=C(COc1ccc(S(=O)(=O)N2CCCCC2)cc1)NC1CCCCC1	-2%
Cc1ccccc1CN1CCN(CC(=O)NCc2ccccn2)C1=O	11%
CCN1C(=O)N(CN2CCOCC2)C2C1N(CN1CCOCC1)C(=O)N2CC (stereo not given)	11%
COc1cc(Br)cc(CN2CCN(C/C=C/c3ccccc3)CC2)c1O	-5%
COC1(OC)C(=N/O)/C(=N\O)CCC1O (stereo not given)	0%
N#CCCN(Cc1cccnc1)C(=O)Nc1cccc(Cl)c1	-2%
COCCNC(=O)C(c1cccs1)N(C(=O)Cn1nnc2ccccc21)c1ccc2c(c1)OCO2 (stereo not given)	7%
CCN(CC)CCCNC(=O)Cc1c(C(=O)O)n(C)c2ccccc12	-1%
COc1ccc(-c2cc(C(N)=O)nc(N3CCCCCC3)n2)cc1	-2%
O=c1[nH]c(CN2CCc3ccccc32)nc2scc(-c3cccs3)c12	-4%
COc1cc(NC(=O)c2cc(C)on2)cc(OC)c1OC	-5%
C=COC(=O)CSc1snc(SCC(=O)OC)c1C#N	-5%
CCOc1ccc(N(CC(=O)NC2CCCC2)S(=O)(=O)c2c(C)[nH]c(=O)[nH]c2=O)cc1	7%
(continued)
SMILES	AmpC det inh
O=c1c2c3c(sc2nc2n1CCCC2)CCC3	-1%
CC1(C)NC(=O)N(CCOc2ccc3c(c2)CCC3)C1=O	-3%
COc1ccc(N2CCN(C(=O)c3ccc(NS(=O)(=O)c4ccc(F)cc4)cc3)CC2)cc1	0%
OCCCNC(c1ccccc1)c1ccc(O)cc1 (stereo not given)	-3%
CS(=O)(=O)N1CCC2(CCCN(Cc3ccc(C#N)cc3)C2)CC1	-2%
COc1ccc(C(=O)OCC(=O)NCc2ccco2)cc1OC	-2%
NCCCN1CCN(c2ccccc2)CC1	-2%[5.75 µM]
CN(C)S(=O)(=O)n1cnc(-c2ccccc2)c1-c1ccccc1	-1%
N#CCSc1ncnc2sc3c(c12)CCC3	-5%
CN(C)c1ncc2nc(-c3cc(F)cc(F)c3)c(=O)n(CCc3ccccc3)c2n1	0%
CC1(C)CC2CC(C)(CN2C(=O)COC(=O)c2n[nH]c(=O)c3ccccc23)C1 (stereo not given)	-2%
COc1ccccc1N1CCN(C(CNC(=O)Oc2ccccc2)c2cccnc2)CC1 (stereo not given)	-4%
COc1cc(C(c2sc3nc(C)nn3c2O)N2CC(C)OC(C)C2)cc(OC)c1OC (stereo not given)	9%
CCOc1ccc(N)cc1	10%
O=C(O)c1ccc(-n2nnnc2SCc2ccccc2F)cc1	5%
Oc1ccc2c3c1O[C@@H]1[C@@H](O)CC[C@]4(O)[C@H](C2)N(CC2CCC2)CC[C@@]314	1%
CC(C)c1ccc(NC(=O)c2csnn2)cc1	1%
CCCCN1C(=O)CN(CCc2ccccc2)C(=O)C1c1ccc(OC)cc1 (stereo not given)	-3%
O=C(COc1ccccc1)N(Cc1ccco1)C1CCS(=O)(=O)C1 (stereo not given)	13%
CC(=O)c1c(C(C)=O)c(C)n(-c2nc(-c3cccs3)c(C)s2)c1C	-6%
Cc1nc(C)c(C(=O)C2=C(O)C(=O)N(CCN3CCOCC3)C2c2cccs2)s1 (stereo not given)	2%
Cc1ccc(NC(=O)C2CC(c3ccc(F)cc3)=NO2)cc1 (stereo not given)	0%
Nc1nonc1-c1nc2ccccc2n1Cc1ccc(F)cc1	-1%
CSSC	12%
COc1ccccc1NC(=O)c1ccc(Br)o1	-2%

A stretch from the list above, as a working copy:
SMILES	AmpC det inh
Cc1nc(C)c(C(=O)C2=C(O)C(=O)N(CCN3CCOCC3)C2c2cccs2)s1 (stereo not given)	2%
Cc1ccc(NC(=O)C2CC(c3ccc(F)cc3)=NO2)cc1 (stereo not given)	0%
Nc1nonc1-c1nc2ccccc2n1Cc1ccc(F)cc1	-1%
CSSC	12%
COc1ccccc1NC(=O)c1ccc(Br)o1	-2%

(cont.)
SMILES	AmpC det inh
COc1ccccc1NC(=O)c1cn(C)c(=O)c2cc(OC)c(OC)cc12	-3%
Cc1ccc(C)c(-n2c(SCC(=O)N3CCCC3)nnc2-c2ccccn2)c1	30%
O=C(NCCN1CCN(C(=O)NC2CCCCC2)CC1)NC1CCCCC1	-6%
O=C(NC1=NCCS1)C1CC(=O)N(c2ccccc2)C1 (stereo not given)	0%
FC(F)(F)c1cc(-c2ccco2)nc(-n2cnc3ccccc32)n1	10%
COCCNC(=O)c1ccc(CS(=O)(=O)c2ccc(Cl)cc2)o1	-3%
Nc1nc(CSc2nnc(-c3cccc(F)c3)n2-c2ccccc2)nc(N2CCOCC2)n1	-3%
O=C1c2ccccc2CC1Sc1nnc(-c2ccccn2)o1 (stereo not given)	-4%
O=C(c1csnn1)N1CCC2(CCCN(Cc3ccccc3)C2)CC1	-3%
CC(OC(=O)c1cc2sccc2n1C)C(=O)NCc1cccs1 (stereo not given)	7%
CS(=O)(=O)N(CCc1ccccc1)CC(=O)N1CCc2ccccc2C1	-3%
COC(=O)[C@@H](N)Cc1ccc(O)c(O)c1	0%
O=C(C1CCCCC1)N1CCN=C1SCc1cccnc1	9%
COc1ccc(Cn2nnnc2C(C(C)C)N2CCc3ccccc32)cc1 (stereo not given)	-6%
Nc1cccc(-n2nncc2-c2ccccc2)c1	-10%
CC1(C)Cc2ccccc2-c2nnc(-c3cccnc3)n21	19%
COc1ccccc1S(=O)Cc1ccc(C(=O)O)o1 (stereo not given)	11%
CCOc1ccc(-c2noc(CCC(=O)O)n2)cc1	11%
O=c1oc(-c2cccs2)nc2c1cnn2-c1ccccc1	4%
COc1cc(OC)cc(OCC(O)Cn2cnc3cc(C)c(C)cc32)c1 (stereo not given)	10%
COC(=O)CN1CN(c2ccccc2)C2(CCN(Cc3ccc4ccccc4c3)CC2)C1=O	-2%
CCOC(=O)C1CCCN(CCCc2ccccc2)C1 (stereo not given)	-1%
Cc1cc(S(=O)(=O)N2CCCC2)ccc1OCC(=O)NCc1ccco1	-3%
COCc1cc(C)nc(SCC(=O)Nc2cc3c(cc2C#N)OCO3)c1C#N	17%
O=S(=O)(NC1CCc2ccccc21)c1ccc(S(=O)(=O)N2CCCC2)cc1 (stereo not given)	2%

Looked up above:
O=c1oc(-c2cccs2)nc2c1cnn2-c1ccccc1 in AmpC det inh is entered as 4%
CCOC(=O)C1CCCN(CCCc2ccccc2)C1 (stereo not given) in AmpC det inh is entered as -1%
COC(=O)CN1CN(c2ccccc2)C2(CCN(Cc3ccc4ccccc4c3)CC2)C1=O in AmpC det inh is entered as -2%
O=C(NCCN1CCN(C(=O)NC2CCCCC2)CC1)NC1CCCCC1 in AmpC det inh is entered as -6%
CC(OC(=O)c1cc2sccc2n1C)C(=O)NCc1cccs1 (stereo not given) in AmpC det inh is entered as 7%
COCCNC(=O)c1ccc(CS(=O)(=O)c2ccc(Cl)cc2)o1 in AmpC det inh is entered as -3%

(more compounds)
SMILES	AmpC det inh
CC1CCc2nn(CC(=O)NC3CCCC3)cc2C1 (stereo not given)	7%
CCOc1ccc(C(=S)N2CCOCC2)cc1	-1%
COC(=O)c1ccccc1NS(=O)(=O)c1cn(C)c(=O)n(C)c1=O	10%
O=C(CSc1nnc(CNC(=O)c2cccs2)o1)Nc1ccc2c(c1)OCO2	-1%
O=C(Nc1ccc(Br)cn1)c1ccc2nccnc2c1	-4%
C=CC1CO1 (stereo not given)	9%
COc1ccc(NS(=O)(=O)c2ccc(I)cc2)cc1N1CCN(C)CC1	16%
CN(C(=O)c1ccc2c(c1)OCO2)C1(C(=O)NC2CCCC2)CCCCC1	-3%
O=C(O)c1ccc(C(=O)O)c(C(=O)Nc2ccc3c(c2)Cc2ccccc2-3)c1	-3%[5.75 µM]
Cc1nc2nc(C)c(CCC(=O)Nc3ccc4c(c3)OCO4)c(C)n2n1	-1%
COc1ccccc1N(CC(=O)NC1CCCC1)C(=O)c1csnn1	0%
CC1CCN(C(=O)CSc2nnc(Cn3c(=O)sc4ccccc43)n2C)CC1	16%
COc1ccc(CNC2CCCCC2C)c(OC)c1 (stereo not given)	-5%
Cc1cc(NC(=O)c2cc(-c3cccc(Cl)c3)on2)no1	-3%
CCOC(=O)c1ccc(NC(=O)CSC2=NC(=O)C(CC)C(=O)N2)cc1 (stereo not given)	10%
Cc1cc2ccccc2n1CCNC(=O)COc1ccccc1	14%
Cc1noc(C)c1CSc1nnc(-c2ccncc2)n1-c1ccc(Cl)c(Cl)c1	12%
OCCCNc1ncnc2[nH]ncc12	-2%[5.75 µM]
CCCCCOC(=O)c1ccccc1C(=O)OCCCCC	13%
CCOc1ccc(OCC)c(C2C(C#N)=C(N)N(c3cccnc3)C3=C2C(=O)CC(C)(C)C3)c1 (stereo not given)	-1%
CN(C)C(=O)N1CCC(C(=O)NCc2ccc(F)cc2)CC1	5%
CCC(=O)N1CCN(c2ccc(Cl)cc2NC(=O)c2ccc3c(c2)OCCO3)CC1	-5%
CC(=O)c1cccc(NC(=O)c2cc(C(C)C)on2)c1	1%
CCCCC(NC(C)=O)c1nc2ccccc2n1CCC (stereo not given)	-6%
CCOc1ccccc1Oc1c(C)oc2c(CN3CCN(C)CC3)c(O)ccc2c1=O	-3%

By substructure, those above with a CF3 group.
SMILES	AmpC det inh
O=C(c1coc2ccccc2c1=O)N1CCN(c2cccc(C(F)(F)F)c2)CC1	-1%
FC(F)(F)c1cc(-c2ccco2)nc(-n2cnc3ccccc32)n1	10%

Molecules listed so far that contain bromine:
SMILES	AmpC det inh
COc1cc(Br)cc(CN2CCN(C/C=C/c3ccccc3)CC2)c1O	-5%
COc1ccccc1NC(=O)c1ccc(Br)o1	-2%
O=C(Nc1ccc(Br)cn1)c1ccc2nccnc2c1	-4%

Next entries
SMILES	AmpC det inh
CC(C)(O)c1nnn(-c2ccccc2)c1C(F)(F)F	-1%
Cc1c(Cl)cc(C(C)(C)C)c(O)c1Cc1c(C)c(Cl)cc(C(C)(C)C)c1O	-6%[5.75 µM]
Cc1cc(C)nc(NC(=O)c2c(-c3c(Cl)cccc3Cl)noc2C)n1	-2%
O=S(=O)(Cc1ccc(Cl)cc1)N1CCCC1	16%
Cc1nc(NCc2ccco2)c2oc3ccccc3c2n1	-1%
COC(=O)[C@@]1(Cc2ccc(OC)cc2)[C@H]2c3cc(C(=O)N4CCCC4)n(CCCNc4ncc(C(F)(F)F)cc4Cl)c3C[C@H]2CN1C(=O)c1ccccc1	1%
C=CCn1c(SCC(=O)NCc2ccc3c(c2)OCO3)nnc1C1COc2ccccc2O1 (stereo not given)	-4%
COc1ccccc1NS(=O)(=O)c1ccc(NC(C)=O)cc1	-6%
Cc1nnc(SCC(=O)Nc2ccc3c(c2)OCO3)o1	1%
CCOC(=O)CSc1nnc(N)s1	2%
O=C1CCC(=O)N1OCCCCOc1ccccc1	-3%
Cc1cc(=O)[nH]c2c1cnn2Cc1ccccc1	-2%
CCOC(=O)N1CCC(N2C(=O)c3ccccc3C2Nc2cc(Cl)c(OC)cc2OC)CC1 (stereo not given)	13%
COc1cc(NC(=O)CSc2nc3ccccc3c(=O)n2C)ccc1NC(=O)c1ccco1	-5%
CCC(C)NC(=O)c1cc(-c2ccc(OC)cc2)on1 (stereo not given)	16%
COc1ccccc1CNc1ccnc(-c2ccccc2OC)n1	11%
Clc1ccc2c(c1)C(N1CCNCC1)=Nc1ccccc1O2	-2%[12.8 µM]
COc1cc2cc(CN(Cc3nnnn3Cc3ccco3)C3CCCCC3)c(=O)[nH]c2cc1OC	-13%
Cc1occc1C(=O)NC(C)c1ccc2c(c1)OCO2 (stereo not given)	-2%
CCOC(=O)c1cc2sccc2n1Cc1ccc(C#N)cc1	-8%
Cc1nc2cnc(N(C)C)nc2n(CCc2ccccc2)c1=O	1%
CCOC(=O)C1C(=O)CC(C)(O)C(C(=O)OCC)C1c1cccc(OC)c1 (stereo not given)	7%
COc1ccccc1-n1cnnc1SCC(=O)Nc1ncc(Cl)cc1Cl	0%
Cc1cc(C)n(-c2nc3c(c(=O)[nH]c(=O)n3C)n2C)n1	14%
CCC1CCCCN1C(=O)CSc1nnc(-c2ccc(Cl)cc2)o1 (stereo not given)	2%
Cc1c2c(nc3c(C(=O)NC4CCCCC4C)cnn13)CCCC2 (stereo not given)	-1%

Bioassay records from PubChem BioAssay.

A portion of the library; count on the stated rates, not on these rows.
